Screens: PubChem BioAssay, Broad Institute
C diff HTS: C. difficile growth inhibitors, primary screen, HTS; growth activity, negative = inhibition, % at 16 µg/mL (by protocol); actives 0.25% (n = 86,000); Clostridium difficile clinical isolate growth, OD600, 24 h; hits give low values;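 active means mean growth activity at or below -80% and every replicate also at or below -80%; inconclusive means mean at or below -80% but some replicate above -80%; inactive means mean growth activity above -80%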;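 further: 0% = DMSO wells and -100% = levofloxacin 16 µg/mL wells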
T cruzi growth: T. cruzi intracellular proliferation inhibitors, primary screen, cell-based, beta-gal Tulahuen parasites, NIH3T3 host, luminescence | T. cruzi beta-gal in NIH3T3, GalScreen luminescence, 90 h | inhibition, % at 8.34 µM | actives 5.9% (n = 77,000) | AID 624255, 2012;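 active means mean inhibition above about 93%, with at least 55% of replicates each passing it, limit read from the data, passing the limit was not always enough; inconclusive means only one of those two conditions holds; inactive means neither condition holds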
KDM4C inh: inhibitors of GASC-1 (KDM4C) histone demethylase, primary screen, biochemical, single concentration HTS. Lysine-specific demethylase 4C (Homo sapiens), Q9H3R0. GST-KDM4C 2-372, H3K9me3 peptide, LANCE TR-FRET. inhibition, % at 12.5 µM. actives 0.15% (n = 96,000);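 active means mean replicate inhibition above about 25%, with at least 55% of replicates also reaching it, limit read from the data, passing the limit was not always enough; inconclusive means only one of those two conditions met; inactive means neither condition met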
Target sequence (Q9H3R0 2-372 limits assumed): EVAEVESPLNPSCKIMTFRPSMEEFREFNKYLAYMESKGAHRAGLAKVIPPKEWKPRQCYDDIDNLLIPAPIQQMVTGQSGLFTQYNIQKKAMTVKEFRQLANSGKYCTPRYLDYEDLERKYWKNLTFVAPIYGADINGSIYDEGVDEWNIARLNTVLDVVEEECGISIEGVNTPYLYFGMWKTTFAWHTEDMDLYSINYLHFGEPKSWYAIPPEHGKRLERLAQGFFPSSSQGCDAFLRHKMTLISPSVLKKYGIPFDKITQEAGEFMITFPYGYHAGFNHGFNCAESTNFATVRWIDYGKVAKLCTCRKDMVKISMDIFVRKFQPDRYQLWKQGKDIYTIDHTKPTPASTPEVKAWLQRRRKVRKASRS
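material = GST-tagged GASC-1 (JMJD2C) catalytic fragment, aa 2-372 | amount = enzyme final amount 10 nM | medium = HEPES buffer, pH 7.5, plus ascorbate | also added = H3K9me3 peptide substrate, Fe(II), 2-oxoglutarate | dosing = single dose | times = 30 min demethylation and 1 h detection at room temperature | detection = LANCE TR-FRET | read-out basis = Fall in 671/618 emission ratio as inhibition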
Pf Dd2 growth: P. falciparum Dd2 growth inhibitors, primary screen, SYBR Green fluorescence, single dose replicates; activity change, % at 10 µM; AID 1159554, 2015; actives 2.3% (n = 94,000); 72 h; hits give low values; in the data active means activity change below about -80%; inconclusive means no clear call, values can overlap the other calls
Starred values were filed as active, the others as inactive; ? = inconclusive; / = no result given; & = joins results of further samples.

Structure	C diff HTS	T cruzi growth	KDM4C inh	Pf Dd2 growth
C[C@@H]1CN([C@H](C)CO)C(=O)c2cc(NC(=O)C3CC3)ccc2O[C@@H]1CN(C)Cc1ccc(Oc2ccccc2)cc1	-2	29	0.2	-4
COc1ccc2c3c([nH]c2c1)[C@H](CO)N(C(=O)C1CCC1)CC31CN(S(C)(=O)=O)C1	0	/	-0.6	-25
CCC(=O)N(C)C[C@H]1Oc2cc(C#Cc3ccncc3)ccc2S(=O)(=O)N([C@H](C)CO)C[C@@H]1C	7	31	0.4	-16
CCN(C[C@H]1N[C@H](CO)[C@H]1c1ccc(C2=CCCC2)cc1)C(=O)c1cccnc1	5	-13	1.0	10
C[C@H](CO)N1C[C@H](C)[C@@H](CN(C)Cc2ccncc2)Oc2ccc(NC(=O)CCN3CCOCC3)cc2C1=O	-5	6	0.1	1
O=C(CN1CCOCC1)NCC[C@@H]1CC[C@@H](NC(=O)Nc2ccc(F)cc2)[C@@H](CO)O1	-2	-7	0.4	-1
Cc1ccc(S(=O)(=O)N[C@H]2CC[C@H](CCNC(=O)Nc3ccc(Cl)cc3)O[C@@H]2CO)cc1	2	-33	0.6	10
COc1cccc(NC(=O)N(C)C[C@H]2Oc3cc(C#CC4(O)CCCC4)ccc3S(=O)(=O)N([C@@H](C)CO)C[C@@H]2C)c1	-1	/	-0.5	-1
COC(=O)C[C@@H]1C=C[C@H](NS(=O)(=O)c2ccccc2F)[C@H](CO)O1	/	-66	4.6	11
CC(=O)N1CC(=O)N2[C@H](CO)[C@@H](c3ccc(-c4ccc(C)cc4)cc3)[C@H]2C1	-15	/	0.6	2
CN1C(=O)c2cc(NS(C)(=O)=O)ccc2OC[C@@H]2O[C@H](CC(=O)N3CCOCC3)CC[C@H]21	-5	-91	-0.1	/
COc1ccc(S(=O)(=O)Nc2ccc3c(c2)C(=O)N([C@@H](C)CO)C[C@@H](C)[C@@H](CN(C)Cc2ccncc2)O3)cc1	-2	/	-1.6	4
C[C@@H]1CN([C@H](C)CO)C(=O)CCCn2nncc2CO[C@H]1CN(C)S(=O)(=O)c1ccc(-c2ccccc2)cc1	8	1	1.8	-25
CCNC(=O)C[C@H]1CC[C@@H]2[C@H](COc3ccc(NC(C)=O)cc3C(=O)N2C)O1	-11	41	-0.3	0
CCC(=O)N1CC2(C1)[C@H](c1ccc(-c3cccc(F)c3)cc1)[C@H](CO)N2CC1CC1	1	/	-0.3	-41
COc1ccc2c3c([nH]c2c1)[C@@H](CO)N(C(=O)Nc1c(C)noc1C)CC31CN(CC2CCCCC2)C1	12	/	-1.2	-72
Cc1nc(N2[C@H](CO)[C@H](c3ccccc3)[C@H]2CNCC2CCCCC2)sc1C	38	/	0.1	-96*
CN1c2ccc(-c3cccc(C#N)c3)cc2[C@H]2[C@H](CCN2C(=O)C2CCC2)[C@@H]1CO	-6	3	-1.1	-25
CS(=O)(=O)N1[C@@H]2Cn3c(ccc(-c4ccc(F)cc4)c3=O)[C@H]1[C@@H](C(=O)N1CCOCC1)[C@@H]2CO	3	-39	1.3	/
COCC(=O)N1CC2(CCN(Cc3cccnc3)CC2)c2c(n(C)c3cc(OC)ccc23)[C@@H]1CO	6	/	0.3	-1
Cc1noc(C)c1NC(=O)N(C)C[C@@H]1Oc2c(NC(=O)CCCCCC(=O)Nc3ccccc3N)cccc2C(=O)N([C@H](C)CO)C[C@@H]1C	-7	/	0.3	20
C[C@@H]1CN([C@H](C)CO)C(=O)c2cccc(NC(=O)Nc3ccc4c(c3)OCO4)c2O[C@H]1CN(C)Cc1ccc(-c2ccccc2)cc1	-3	23	0.5	-16
CN(C)C(=O)c1ccc(-c2ccc([C@@H]3[C@@H](CO)N4C(=O)CN(C(=O)C5CCCCC5)C[C@H]34)cc2)cc1	-3	/	-1.1	-5
C[C@H]1CN([C@@H](C)CO)C(=O)c2cc(NS(=O)(=O)c3ccccc3)ccc2O[C@H]1CN(C)S(=O)(=O)c1ccc(Cl)cc1	/	15	-1.4	-17
COc1ccc2c3c(n(C)c2c1)[C@@H](CO)N(S(=O)(=O)c1ccc(C)cc1)CC31CN(C(=O)c2ccccn2)C1	-1	/	-0.5	-50
CO[C@H]1CN(C)C(=O)c2cc(NC(=O)c3ccc4c(c3)OCO4)ccc2OC[C@@H](C)N(CC2CC2)C[C@@H]1C	/	69	-1.5	-10
Cc1cccc(S(=O)(=O)N2[C@@H]3CNC[C@H]2C3c2ccc(-c3ccncc3)cc2)c1 (stereo partly specified)	4&-1	/	-0.1&0.9	-8&31
Cc1nn(C)cc1NC(=O)C[C@H]1CC[C@H]2[C@@H](COc3ccc(NC(=O)Nc4cccc(Cl)c4)cc3C(=O)N2C)O1	-2	9	-2.9	14
O=C(C[C@H]1C=C[C@@H](NC(=O)c2ccc(F)cc2)[C@@H](CO)O1)NCCc1ccncc1	/	31	0.2	3
CCC(=O)N1CC2(C1)[C@@H](c1ccc(-c3ccccc3C)cc1)[C@@H](CO)N2C(=O)CC	-2	/	0.9	12
COc1ccc(NC(=O)Nc2ccc3c(c2)CC(=O)N([C@@H](C)CO)C[C@H](C)[C@H](CN(C)C(=O)Nc2cccc4ccccc24)O3)cc1	-9	20	1.1	-4
COc1ccc(NC(=O)Nc2ccc3c(c2)CC(=O)N([C@H](C)CO)C[C@@H](C)[C@H](CN(C)CC2CCCCC2)O3)cc1	9	101*	-0.5	-7
CC(=O)N1CCCCN2[C@@H](CO)[C@H](c3ccc(Br)cc3)[C@@H]2C1	2	4	-0.6	25
Cc1cc(C(=O)Nc2ccc3c(c2)C(=O)N(C)[C@@H]2CC[C@@H](CC(=O)NC4CCCC4)O[C@H]2CO3)no1	-1	4	-0.8	-11
CCCNC(=O)N1CCC2(CC1)CN(C(=O)c1cccnc1)[C@@H](CO)c1[nH]c3cc(OC)ccc3c12	-1	/	-0.4	0
C[C@H]1CN([C@@H](C)CO)S(=O)(=O)c2ccc(-c3ccccc3F)cc2O[C@H]1CN(C)Cc1cncnc1	-8	-8	0.8	1
C[C@@H]1CN([C@H](C)CO)C(=O)c2cc(NC(=O)Nc3ccccc3)ccc2O[C@@H](C)CCCCO[C@@H]1CN(C)S(=O)(=O)c1cn(C)cn1	10	26	-1.2	-52
COc1ccccc1-c1cnc2c(c1)C(=O)N([C@H](C)CO)C[C@H](C)[C@H](CN(C)Cc1cccc(F)c1)O2	12	56	2.4	-12
C[C@@H]1CN([C@@H](C)CO)C(=O)Cc2cc(NS(=O)(=O)c3ccccc3)ccc2O[C@@H]1CN(C)C(=O)Nc1ccc2c(c1)OCO2	/	-8	4.4	8
C/C=C/c1cccc(-c2nc(C(=O)NCc3ccccc3)cc3c2[C@@H](CCO)N([S@](=O)C(C)(C)C)C3)c1	/	14	-4.3	-48
O=C(C[C@H]1CC[C@@H]2[C@H](COC[C@H](O)CN2C(=O)c2ccccn2)O1)N1CCN(c2ccccc2)CC1	/	34	1.0	4
C[C@@H]1CN([C@H](C)CO)C(=O)c2cc(NS(=O)(=O)c3cn(C)cn3)ccc2O[C@H]1CN(C)Cc1ccc2c(c1)OCO2	/	-49	0.1	7
CCCNC(=O)N1CCC2(CC1)CN(Cc1ccc(F)cc1)[C@@H](CO)c1[nH]c3cc(OC)ccc3c12	3	/	-1.8	-88*
COc1ccc(CN(C)C[C@H]2Oc3ccc(NC(=O)CCCN(C)C)cc3C(=O)N([C@H](C)CO)C[C@H]2C)cc1	0	/	2.7	33
C[C@H]1CCCCO[C@H](CN(C)Cc2ccc(C(=O)O)cc2)[C@@H](C)CN([C@@H](C)CO)C(=O)c2cc(NS(C)(=O)=O)ccc2O1	-3	23	0.1	62

Only T cruzi growth, KDM4C inh and C diff HTS, for 2 of the compounds above:
smiles	T cruzi growth	KDM4C inh	C diff HTS
C[C@@H]1CN([C@H](C)CO)C(=O)c2cc(NC(=O)Nc3ccccc3)ccc2O[C@@H](C)CCCCO[C@@H]1CN(C)S(=O)(=O)c1cn(C)cn1	26	-1.2	10
COc1ccc(NC(=O)Nc2ccc3c(c2)CC(=O)N([C@@H](C)CO)C[C@H](C)[C@H](CN(C)C(=O)Nc2cccc4ccccc24)O3)cc1	20	1.1	-9

(list continues)
Structure	C diff HTS	T cruzi growth	KDM4C inh	Pf Dd2 growth
O=C(c1ccccc1)N1CC[C@@H]2[C@H]1c1cc(C#CC3CCCCC3)ccc1N[C@@H]2CO	-11	/	-8.6	-70
O=C(C[C@@H]1C=C[C@H](NC(=O)c2ccncc2)[C@H](CO)O1)Nc1ccccc1	6	/	0.6	19
C[C@@H]1CCCCO[C@H](CN(C)C(=O)CCC(F)(F)F)[C@@H](C)CN([C@@H](C)CO)C(=O)c2cc(NS(=O)(=O)c3cn(C)cn3)ccc2O1	-6	29	-0.7	-32
CC(C)NC(=O)Nc1ccc2c(c1)C(=O)N([C@H](C)CO)C[C@H](C)[C@H](CN(C)Cc1ccc3c(c1)OCO3)OCCCC[C@H](C)O2	-1	38	-0.5	-17
C[C@H](CO)N1C[C@H](C)[C@@H](CN(C)C(=O)c2ccccc2)Oc2ncc(C#CC3CC3)cc2C1=O	-4	31	-2.9	-51
C[C@@H]1CN([C@H](C)CO)S(=O)(=O)c2ccc(-c3cccc(C#N)c3)cc2O[C@@H]1CN(C)C	1	-42	-0.7	17
Cc1noc(C)c1S(=O)(=O)N(C)C[C@H]1Oc2c(NC(=O)c3ccc(-c4nccs4)cc3)cccc2C(=O)N([C@H](C)CO)C[C@@H]1C	/	44	-1.6	-8
O=C(C[C@H]1C=C[C@H](NC(=O)Nc2ccccc2)[C@H](CO)O1)NCc1cccc(F)c1	-2	-38	0.9	8
CO[C@@H]1CN(C)C(=O)c2ccc(NC(=O)Nc3ccccc3)cc2OC[C@@H](C)N(C(=O)CC2CC2)C[C@@H]1C	/	-35	7.8	-35
C[C@@H]1CCCCO[C@H](CN(C)Cc2ccncc2)[C@@H](C)CN([C@H](C)CO)C(=O)c2cc(NS(=O)(=O)c3cccs3)ccc2O1	-6	-22	0.2	-2
O=C(NC[C@@H]1[C@@H](c2ccccc2)[C@H](CO)N1C(=O)Cc1cccnc1)C1CCC1	0	0	0.8	0
C[C@@H]1CN([C@@H](C)CO)C(=O)c2cc(Br)cnc2O[C@@H]1CN(C)Cc1ccc(C(=O)O)cc1	1	/	-0.7	32
COc1ccccc1C#Cc1ccc([C@@H]2[C@@H](CO)N(C(=O)C3CCCCC3)[C@H]2C#N)cc1	-13	86	-5.5	?
O=C(C[C@H]1CC[C@H](NC(=O)Nc2cc(F)ccc2F)[C@H](CO)O1)Nc1ccccc1	8	/	0.8	/
C[C@@H]1CN([C@H](C)CO)S(=O)(=O)c2ccc(C#CC3CCCC3)cc2O[C@@H]1CN(C)C	-2	-25	0.3	-70
O=C(C[C@H]1C[C@H]2c3cc(NC(=O)NC4CCCCC4)ccc3O[C@H]2[C@@H](CO)O1)NCCc1ccccc1	-2	/	3.8	-5
C[C@@H]1CN([C@@H](C)CO)S(=O)(=O)c2ccc(C#C[C@@H](C)O)cc2O[C@H]1CN(C)C	-2	-9	0.9	22
O=C(NCC1CC1)[C@@H]1[C@@H](CO)[C@@H]2Cn3c(ccc(-c4cccnc4)c3=O)[C@H]1N2C(=O)C1CCCCC1	-2	72	0.3	-1
O=C(C1CCCCC1)N1CC(=O)N2[C@@H](CO)[C@@H](c3ccc(-c4ccccc4F)cc3)[C@@H]2C1	42	/	4.3	-44
COc1ccc2c3c([nH]c2c1)[C@H](CO)N(Cc1ccccc1)CC31CN(C(=O)c2ccccn2)C1	5	/	0.1	-56
COc1ccc2c3c([nH]c2c1)[C@@H](CO)N(C(=O)Cc1ccccc1)CC31CCN(C(=O)Cc2ccccc2)CC1	25	/	-0.1	-87*
C[C@@H]1CN([C@H](C)CO)C(=O)c2cccc(NS(=O)(=O)c3ccc(F)cc3)c2O[C@H]1CN(C)Cc1ccc(Cl)c(Cl)c1	10	29	5.6	-25
Cc1ccc(-c2ccc3c(c2)O[C@H](CN(C)C(=O)CN(C)C)[C@H](C)CN([C@H](C)CO)S3(=O)=O)cc1	-8	29	0.3	-24

Quoted from the entries so far (3 entries):
Structure	C diff HTS	T cruzi growth	KDM4C inh	Pf Dd2 growth
O=C(C[C@H]1C[C@H]2c3cc(NC(=O)NC4CCCCC4)ccc3O[C@H]2[C@@H](CO)O1)NCCc1ccccc1	-2	/	3.8	-5
C[C@@H]1CN([C@@H](C)CO)S(=O)(=O)c2ccc(C#C[C@@H](C)O)cc2O[C@H]1CN(C)C	-2	-9	0.9	22
O=C(NCC1CC1)[C@@H]1[C@@H](CO)[C@@H]2Cn3c(ccc(-c4cccnc4)c3=O)[C@H]1N2C(=O)C1CCCCC1	-2	72	0.3	-1
